# Source: PubChem BioAssay
# INS-1E GSIS act: primary screen for activators of insulin secretion dependent on glucose, INS-1E cells, GLuc reporter luminescence | INS-1E GLuc reporter insulin secretion, 2-3 h | activation, % at 16.6 µM | hit rate 0.61% among 370,000 | AID 743287;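 active = lowest replicate activation of at least 40%, so every replicate reaches that level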;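 also: 0% = median of neutral control wells and 100% = median of IBMX positive control wells; some compounds called inactive have numbers as strong as hits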
# RAD54 inh: RAD54 (human) branch migration inhibition; Q92698; RAD54 Holliday junction branch migration, FAM/BHQ fluorescence; inhibition, % at 10.4 µM; hit rate 0.14% among 360,000; AID 602329;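 active = mean normalized replicate activity at least 40 and at least half of replicates scoring 40 or more; inconclusive = only one of the two criteria met; inactive = mean below 40 and under half of replicates reaching 40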;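 also: 0% = median of neutral control wells and 100% = median of positive control wells; inhibitors cause a drop in the FAM fluorescence signal; in these data hits start at about 50%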
# F508del corr: CFTR F508del correction in bronchial cells; hit rate 0.36% among 350,000; activity (quench increase), % at 7.58 µM; CFBE cells, YFP halide quenching; stimulated with forskolin plus potentiator P3; % fluorescence drop versus neutral controls;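 active = mean added fluorescence quench of at least 8% versus neutral control, with both replicates also reaching 8%; inconclusive = only one of the mean or replicate conditions met; inactive = mean below 8% and not both replicates reaching 8%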;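 also: cells transiently co-express mutant CFTR-F508del with the halide-sensitive YFP; corrector assay measuring rescue of mutant channel to the surface after 24 h compound exposure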
# ERAP1 HTS inh: blocks human ERAP1 aminopeptidase activity. Q9NZ08. recombinant ERAP1, Leu-AMC fluorescence, 60 min. inhibition, % at 10.7 µM. hit rate 0.15% among 340,000;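 active = mean replicate inhibition of at least 30%, or all replicates individually reaching that 30% level; inactive = mean below 30% and not every replicate reaching it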;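 also: 0% = neutral control wells and 100% = L-leucinethiol positive control wells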
# esBAF inh: blocks esBAF chromatin remodeling in mouse ES cells. Bmi1-luciferase knock-in reporter, 24 h; 100% = twice the neutral-well signal. reporter increase, % at 12.5 µM. hit rate 2% among 350,000; in the data active = activation above about 40%; inconclusive = no clear call, values can overlap the other calls;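 also: 0% = median of the plate's neutral control wells and 100% = double that signal; a rise in the Bmi1 reporter signal indicates esBAF inhibition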
# RAD52 inh: blocks human RAD52 DNA annealing; P43351; recombinant RAD52 DNA annealing, FRET fluorescence; inhibition, % at 18.7 µM; hit rate 0.46% among 360,000;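 active = every replicate showing at least 50% inhibition; inconclusive = mean inhibition at least 50% but not in every replicate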
# Target sequence (P43351 whole entry, looked up): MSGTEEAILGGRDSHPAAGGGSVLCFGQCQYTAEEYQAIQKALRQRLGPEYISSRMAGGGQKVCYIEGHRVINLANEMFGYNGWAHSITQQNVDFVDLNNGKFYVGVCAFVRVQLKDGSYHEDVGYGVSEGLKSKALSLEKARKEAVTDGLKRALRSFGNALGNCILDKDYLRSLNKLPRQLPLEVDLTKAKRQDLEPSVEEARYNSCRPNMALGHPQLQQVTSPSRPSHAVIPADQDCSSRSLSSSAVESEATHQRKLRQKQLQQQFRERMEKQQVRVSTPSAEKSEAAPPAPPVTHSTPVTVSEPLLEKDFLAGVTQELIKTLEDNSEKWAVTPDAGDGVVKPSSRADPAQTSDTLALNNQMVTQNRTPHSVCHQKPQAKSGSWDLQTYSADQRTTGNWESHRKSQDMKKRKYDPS
# Xi reactivation: activators of X-chromosome reactivation in mouse fibroblasts. XiGFP mouse fibroblasts, % GFP-positive cells imaging, 3 d; cells co-treated with 5-aza-dC sensitizer; scaled so ellipticine positive control = 100%. activation, % at 7.58 µM. hit rate 0.055% among 360,000. AID 743238;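 active = mean normalized replicate activation at least 10% and every replicate at or above 10%; inconclusive = only one of the two criteria met; inactive = mean below 10% and not all replicates reach 10%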;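 also: 0% = median of on-plate neutral control wells and 100% = ellipticine 6 µM median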
#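 Assay system: SV40-immortalized XiGFP fibroblast cells, line 68-5-11; buffer or medium: DMEM plus 5-aza-dC sensitizer; compound: one concentration, pinned; timing: compounds 3 days, fix/stain 15 min at room temperature; benchmarks: positive control ellipticine, 6 µM final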
# ARNT-TACC3 inh: disrupts binding between human ARNT and TACC3; Q9Y6A5; AlphaScreen His-ARNT PAS-B/GST-TACC3 binding, luminescence; TACC3 fragment carries E629A point mutation; inhibition, % at 9.99 µM; hit rate 0.66% among 390,000;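 active = mean inhibition of replicates at least 50% and at least half of replicates each reaching 50%; inconclusive = half or more replicates reach 50% but mean below 50%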;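 also: 0% = complete ARNT plus TACC3 wells and 100% = ARNT alone without TACC3; many hits fall short of the cut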
# The depositor's hits bear a star; ? = inconclusive; · = not tested or not shown; & = joins results of further samples. Compounds were not picked by outcome, and some 3.3% of all compounds hit somewhere here.
# Every second line gives: INS-1E GSIS act	RAD54 inh	F508del corr	ERAP1 HTS inh	esBAF inh	RAD52 inh	Xi reactivation	ARNT-TACC3 inh
COc1ccc(C(=O)OCC(=O)NCC2CCCO2)cc1[N+](=O)[O-] (centres undefined)
    6	·	-0.1	-2	·	-2	0.0	-3
COc1ccc(NC(=O)COC(=O)c2c(F)cccc2Cl)cc1OC
    4	·	-4.9	1	·	-9	-0.7	·
CC(C)/C=C1\CC/C(=C\c2ccc(N(C)C)cc2)C1=O
    ·	·	2.0	0	·	-120	0.0	-4
O=C(CSc1nnc(-c2cccc(S(=O)(=O)N3CCCC3)c2)n1-c1ccccc1)Nc1cccc(C(=O)O)c1
    -9	4	-0.2	·	-1	-7	0.0	-29
O=C(NC1CCCCC1)C(c1ccncc1)N(C(=O)c1csnn1)c1ccc(F)cc1 (centres undefined)
    12	-1	-0.8	0	3	-12	0.0	10
Cc1ccc(S(=O)(=O)Nc2ccc3c(c2)CC(=O)N([C@H](C)CO)C[C@@H](C)[C@H](CN(C)Cc2ccc(C(=O)O)cc2)O3)cc1
    -2	·	0.0	·	10	·	-1.0	·
CCOC(=O)C1CCN(C(=O)COC(=O)Cc2ccc(Cl)cc2)CC1
    0	-21	0.5	-10	-2	-10	0.0	-5
COc1cc(C(=O)N2CCN(c3cc(Cl)ccc3Cl)CC2)cc(OC)c1OC
    ·	-4	3.4	4	-6	-11	0.7	4
O=C(CSc1nnc(-c2ccncc2)n1-c1ccccc1)NC1CC1
    27	-3	-0.4	-1	0	-14	0.0	4
CCS(=O)(=O)Nc1cccc(C2=NN(S(C)(=O)=O)C(c3ccccc3)C2)c1 (centres undefined)
    3	·	-3.0	1	·	-119	0.2	·
Cc1cccc(NC(=O)c2nc[nH]c2C(=O)N[C@@H](C)c2ccccc2)c1
    -15	2	-1.4	·	6	-2	0.4	2
CCCc1cc(N2CCOCC2)n2ncc(-c3ccccc3)c2n1
    -8	-6	·	4	19	-6	0.0	-50
COc1cc(CCC(=O)OCC(=O)Nc2ccc(C)cc2Cl)cc(OC)c1OC
    27	7	-0.8	-1	4	10	0.0	-8
Cc1sc(NC(=O)Nc2ccccc2)c(C(N)=O)c1C
    4	0	1.2	-3	?	-5	-0.2	-5
N#C[C@H]1[C@H](c2ccc(C#Cc3ccc(F)cc3)cc2)[C@@H](CO)N1C(=O)C1CCCC1
    9	-13	3.3	4	1	-131	-0.1	-11
CC(C)(C)c1ccc(S(=O)(=O)N2CCN(c3ncccn3)CC2)cc1
    16	-2	-0.6	-8	-5	-4	0.0	·
COC(=O)N/N=C/c1cc(C)n(-c2cccc3ccccc23)c1C
    -7	0	·	·	·	·	-0.1	6
CC(=O)NC[C@@H]1[C@H](c2ccc(C3=CCCC3)cc2)[C@H](CO)N1C(=O)NC(C)C
    8	0	0.3	-2	-3	-18	0.2	3
COc1ccc2nc(C)cc(Nc3cccc(C(=O)O)c3)c2c1
    21	-12	0.1	-16	13	-3	0.2	-73
O=C(COc1ccc(-c2ccccc2)cc1)NNC(=O)Nc1ccccc1
    -2	-2	0.4	-3	3	-1	-0.1	14
Cn1c(Cn2c(=O)sc3ccccc32)nnc1SCC(=O)NCc1ccco1
    -4	-11	-0.4	-1	-5	-13	0.2	-8
CCOC(=O)[C@]12CCC=C1N(Cc1ccc(Cl)cc1Cl)C(=O)[C@H](CC(=O)N1CCC(c3ccccc3)CC1)C2
    -4	·	-0.3	·	·	-8	0.1	·
O=[N+]([O-])c1ccc(Sc2ccccn2)nc1
    -1	4	-1.2	2	-4	-1	0.0	1
Cn1cnc(S(=O)(=O)N2C[C@H](O)COC[C@H]3O[C@@H](CC(=O)NCc4cc(F)cc(F)c4)CC[C@@H]32)c1
    18	-1	-0.4	-5	-4	6	0.1	-2
Cc1noc(C)c1NC(=O)Nc1ccc2c(c1)CC(=O)N([C@@H](C)CO)C[C@H](C)[C@@H](CN(C)CC1CCCCC1)O2
    15	-3	0.2	0	5	2	0.3	-4
COc1ccc(S(=O)(=O)Nc2cccnc2)cc1OC
    5	-4	-3.7	3	-5	-3	0.1	-2
CN(C)C(CNC(=O)C1CCN(S(=O)(=O)c2ccc(Cl)cc2)CC1)c1ccccc1 (centres undefined)
    -17	4	-4.6	-2	5	-7	0.1	2
COc1ccccc1N(CC(=O)NCc1ccccc1)C(=O)CCC(=O)Nc1nccs1
    4	8	-1.7	-3	-8	-8	0.4	-3
COc1ccc(S(=O)(=O)Nc2cccc3c2O[C@@H](CN(C)Cc2ccc(C(=O)O)cc2)[C@@H](C)CN([C@H](C)CO)C3=O)cc1
    -10&11	4	-1.4&-5.6	1	2&-8	-13	0.1&0.0	-4
COC(=O)C1=C(C)N(Cc2cccc(C(F)(F)F)c2)C(=NCc2ccccc2)NC1c1ccccc1C(F)(F)F (centres undefined)
    198*	·	4.5	3	·	-7	0.2	·
O=C(NNc1ncccc1Cl)c1c(Cl)cccc1Cl
    6	·	0.2	1	·	-9	-0.3	5
CN(C[C@H]1N[C@@H](CO)[C@@H]1c1ccc(-c2cccc(F)c2)cc1)S(C)(=O)=O
    7	2	-6.4	-6	-16	-81	0.4	-10
Cc1noc(C)c1NC(=O)Nc1ccc2c(c1)C(=O)N([C@@H](C)CO)C[C@@H](C)[C@@H](CN(C)S(=O)(=O)c1ccc(F)cc1)OCCCC[C@@H](C)O2
    -2	-7	-0.9	-3	-2	17	0.1	-2
Cc1ccc(S(=O)(=O)N(CCC(=O)NCC(c2ccccc2)N(C)C)c2ccccc2)cc1 (centres undefined)
    -31	0	0.1	-8	-4	-15	-0.1	-1
Cc1ccc(S(=O)(=O)Nc2ccc3c(c2)CC(=O)N([C@@H](C)CO)C[C@H](C)[C@@H](CN(C)Cc2ccc(C(F)(F)F)cc2)O3)cc1
    14	·	4.1	·	4	·	-0.4	·
CCc1ccc(CN(C)C(=O)CCc2nnc(Cc3cccc(C)c3)o2)nc1
    0	·	-0.1	2	·	-12	0.0	-2
CCc1nnc(NC(=O)CCC(=O)NCCc2ccccc2)s1
    3	15	-3.7	2	-3	-5	-0.1	-2
COc1cccc2sc(N(CCCN(C)C)C(=O)c3sc4ccccc4c3Cl)nc12
    17	33	1.6	3	·	58*	0.0	21
C[C@@H]1CN([C@H](C)CO)C(=O)Cc2cc(NC(=O)Nc3ccccc3)ccc2O[C@@H]1CN(C)S(=O)(=O)c1cn(C)cn1
    -5	-4	-3.7	-2	0	-15	0.3	-13
C[C@@H]1CN([C@H](C)CO)C(=O)Cc2cc(NC(=O)Cc3ccccc3)ccc2O[C@H]1CN(C)Cc1ccccc1
    -1	-10	-1.9	0	1	13	0.1	-7
COc1ccc(S(=O)(=O)NCc2csc(C)n2)cc1OC
    1	-13	-0.4	-4	-9	-13	0.0	-10
COc1ccc(NC(=O)COC(=O)Cc2coc3cc(OC)ccc23)c(OC)c1
    -15	9	-1.8	-2	-3	-16	-0.1	-6
CC1(C)CC2CC(C)(CN2C(=O)COC(=O)c2cccc(O)c2)C1 (centres undefined)
    12	-4	0.9	2	-2	-8	0.1	-3
CCNc1nc(-c2cc(C)n(Cc3ccco3)c2C)cs1
    10	·	1.1	4	·	-27	0.0	-8
C[C@H]1CN([C@@H](C)CO)C(=O)c2cc(NC(=O)C3CC3)ccc2O[C@H]1CN(C)Cc1ccc(-c2ccccc2)cc1
    -17	0	-0.5	-1	0	9	0.0	-1
CCCN(CCC)CCNC(=O)C1(O)c2ccccc2NC(=O)N1c1cccc(OC)c1 (centres undefined)
    -2	9	2.4	4	-5	-14	-0.1	-2
Cc1cc(OCC(=O)N2CCN(c3ncccn3)CC2)ccc1Cl
    -1	-9	-1.0	1	4	-7	-0.1	-3
COc1cc(NC(=O)c2cccc([N+](=O)[O-])c2)ccc1NC(=O)c1ccco1
    1	·	1.9	0	·	-7	-0.1	·
O=C(Nc1ccc(N2CCN(C(=O)c3ccc(Cl)cc3)CC2)cc1)c1ccc([N+](=O)[O-])o1
    10	·	-8.2	-2	·	-2	-0.1	-12
COc1ccc(-c2[nH]c3ccccc3c2SCCNC(=O)c2cc3ccccc3oc2=O)cc1
    ·	-5	-2.3	4	6	-7	0.8	1
Cc1ccc(C2/C(=C(/O)c3ccc(OC(C)C)cc3)C(=O)C(=O)N2CCN2CCOCC2)cc1 (centres undefined)
    7	1	·	·	-5	·	·	-2
O=C(Nc1nnc(-c2ccc3c(c2)CCCC3)o1)c1ccccc1
    ·	9	1.5	-3	6	-14	0.6	4
COc1cc(OC)cc(C(=O)N[C@H](C(=O)NNC(=O)c2ccc(Br)cc2)C(C)C)c1
    -11	-3	-1.8	3	6	3	0.2	1
C[C@@H]1CN([C@H](C)CO)C(=O)c2cc(C#CCN(C)C)cnc2O[C@H]1CN(C)C(=O)c1ccc2c(c1)OCO2
    -1	-12	-2.7	-2	-2	-5	-1.3	-2
Cc1nn(C)c(C(=O)Nc2cccc(Nc3ccccc3)c2)c1[N+](=O)[O-]
    -23	-3	-1.8	-2	-3	11	-0.1	16
CC1(c2nnc(-c3cccc(Cl)c3)o2)CC(c2c(Cl)cccc2Cl)=NO1 (centres undefined)
    1	6	0.4	·	0	·	0.1	-3
CO[C@@H]1CN(C)C(=O)c2cc(NC(C)=O)ccc2OC[C@H](C)N(Cc2ccncc2)C[C@H]1C
    9	6	-2.2	1	-1	-5	-0.2	1
O=C(C[C@H]1CC[C@H](NC(=O)Nc2cc(F)ccc2F)[C@@H](CO)O1)NCc1ccccn1
    12	1	1.2	-2	-1	-10	0.3	-19
COc1ccc(S(=O)(=O)N(C)C[C@H]2OCCCC[C@H](C)Oc3ccc(NC(=O)Nc4ccccc4)cc3C(=O)N([C@@H](C)CO)C[C@@H]2C)cc1
    1	-13	-3.0	·	-7	·	0.0	-3
COc1ccccc1C(=O)NNC(=O)c1ccc(Br)cc1
    13	1	3.4	-1	12	-20	0.0	-3

# Going on with the list:
# Every second line gives: INS-1E GSIS act	RAD54 inh	F508del corr	ERAP1 HTS inh	esBAF inh	RAD52 inh	Xi reactivation	ARNT-TACC3 inh
Cc1ccc(OCC(=O)NCc2ccc3c(c2)OCO3)c([N+](=O)[O-])n1
    26	-6	4.2	-2	-5	-16	0.0	0
O=c1[nH]cc(S(=O)(=O)NCc2ccccc2)c(=O)[nH]1
    -4	15	-2.9	1	-5	-6	0.3	-1
O=C(Nc1cc(C(F)(F)F)ccc1N1CCOCC1)c1cccc(S(=O)(=O)N2CCOCC2)c1
    ·	5	-2.3	1	-2	-7	0.0	·
O=C(Nc1cccc(F)c1)N1CC(=O)N2[C@H](C1)[C@@H](c1ccc(-c3ccccc3)cc1)[C@@H]2CO
    -2	·	-3.5	·	·	-8	0.1	·
CCC1CCCCN1CCCNC(=O)C1CCCN(S(=O)(=O)N2CC(C)CC(C)C2)C1 (centres undefined)
    -16	-3	1.8	0	0	-49	0.0	4
CC(=O)c1cccc(NC(=O)c2cnn(-c3ccccc3)c2C)c1
    26	-16	-1.4	-2	17	-3	0.0	-5
CCOc1ccc(N2CC(O)(c3cccs3)[N+]3=C2CCCC3)cc1 (centres undefined)
    9	3	4.7	0	-3	-2	0.1	-45
